ST2 inh: inhibitors of human ST2 (IL1RL1) binding to IL-33 | AlphaLISA ST2-Fc/biotin-IL-33 interaction, 1 h | 2.3% of 78,000 active | AID 1259354 | inhibition, % for hits at 17 µM; in the data active = inhibition above about 30%; inconclusive = mostly about 10% to 28%
Target sequence (Q01638 whole entry, looked up): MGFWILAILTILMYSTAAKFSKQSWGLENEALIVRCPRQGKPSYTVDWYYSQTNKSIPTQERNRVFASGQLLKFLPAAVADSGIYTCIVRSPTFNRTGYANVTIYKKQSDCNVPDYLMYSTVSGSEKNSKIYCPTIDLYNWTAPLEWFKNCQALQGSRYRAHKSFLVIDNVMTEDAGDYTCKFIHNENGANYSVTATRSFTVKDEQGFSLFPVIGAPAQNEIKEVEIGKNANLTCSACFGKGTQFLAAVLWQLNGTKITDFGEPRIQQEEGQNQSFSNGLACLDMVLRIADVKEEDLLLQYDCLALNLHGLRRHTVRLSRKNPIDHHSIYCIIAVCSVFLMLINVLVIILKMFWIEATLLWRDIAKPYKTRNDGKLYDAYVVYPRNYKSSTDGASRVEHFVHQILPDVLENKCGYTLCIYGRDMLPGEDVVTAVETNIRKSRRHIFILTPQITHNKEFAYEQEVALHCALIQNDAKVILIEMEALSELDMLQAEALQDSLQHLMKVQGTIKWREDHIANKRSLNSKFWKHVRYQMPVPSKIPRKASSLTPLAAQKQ
* = called active by the depositor; i = inactive; ? = inconclusive.

structure,ST2 inh
COc1cc2c(cc1OC)C(Nc1ccccc1)=NC(C)(C)C2,i
CC1(C)CC2CC(C)(CN2c2nc(-c3ccco3)cc(C(F)(F)F)n2)C1 (stereo unspecified),i
CCN(CC)S(=O)(=O)c1ccc(C(=O)Nc2nc(-c3ccc(C)c(C)c3)cs2)cc1,i
CC(Nc1cc(=O)n(C)c(=O)n1C)c1ccccc1 (stereo unspecified),i
CN(C)CCNC(=O)c1cc2n(n1)CCCN(c1cnc3ccccc3n1)C2,?
COc1ccc(C2CC(=O)C3=C(C2)Nc2ccccc2NC3c2ccc([N+](=O)[O-])cc2)cc1OC (stereo unspecified),?
CCN(CC)Cc1cnc2c(C(=O)N3CCS(=O)(=O)CC3)cnn2c1,i
Cc1c(NC(=O)c2cc(-c3ccc(Br)cc3)on2)c(=O)n(-c2ccccc2)n1C,i
COc1ccc(NC(=O)COc2ccc([N+](=O)[O-])cc2)cc1,i
COc1ccc(C2SCCN2S(=O)(=O)c2ccc(Cl)c(Cl)c2)cc1[N+](=O)[O-] (stereo unspecified),i
COCCNC(=O)CSc1nc(-c2ccc3c(c2)OCO3)nc2cc(=O)[nH]n12,i
O=C(Nc1nnc(C2CCCCC2)s1)C(F)(F)F,i
Cc1ccc(C)c(N2CCN(S(=O)(=O)c3ccc4c(c3)CCN4C(=O)C3CC3)CC2)c1,i
CCOC(=O)c1nn(CCc2scnc2C)c2c1CN(Cc1coc3ccccc3c1=O)CC2,?
CCc1nc2nc(C)[nH]n2c(=O)c1NC(=O)Nc1cccc(C(F)(F)F)c1,i
Fc1ccc(-c2csc(CN3CCCC(N4CCCC4)C3)n2)cc1 (stereo unspecified),?
Cc1ccc2[nH]cc(C(=O)c3ccccc3)c(=O)c2c1,i
Cn1nc(-c2c(-c3ccccc3)ncn2C2CCNC2)c2c(Cl)cccc21 (stereo unspecified),i
c1ccc(CN2CC[C@H](c3nnc(-c4cccnc4)o3)C2)cc1,34%*
Cc1ccc2[nH]c(=O)cc(C(=O)N3CCC(n4cc(C(C)(C)C)nn4)CC3)c2c1,i

structure,ST2 inh
CCOC(=O)c1nc(Nc2cccc(F)c2)c2ccccc2n1,i
O=C1S/C(=C\c2cccc(Br)c2)C(=O)N1c1ccc(O)cc1,?
CCOC(=O)c1c(NC(=O)c2ccc(C#N)cc2)sc2c1CCCCC2,i
O=C(c1cccc(F)c1)N1CCN(c2ccc([N+](=O)[O-])c(NCc3ccco3)c2)CC1,?
CCOC(=O)C1CCN(C(=O)c2cn(C)c(=O)c3cc(OC)c(OC)cc23)CC1,?
COc1ccc(Cl)cc1NC(=O)CN(c1ccccc1OC)S(C)(=O)=O,i
Cc1cccn2c(=O)c3cc(C(=O)NCc4ccccc4)c(=N)n(C(C)C)c3nc12,i
O=S(=O)(c1ccc(Cl)cc1)c1ccc(Cl)c(Cl)c1,i
COc1ccc(S(=O)(=O)Nc2cccc(SC)c2)cc1OC,i
CCN(CC)C(=O)C1CC(=O)N(c2ccc(F)c(Cl)c2)C1 (stereo unspecified),i
C[C@H]1[C@@H]2[C@@H](O)[C@H]([C@H](C)C(=O)N3CCOCC3)CC[C@@]2(C)CC[C@@H]1NC(=O)c1cncnc1,i
CCCCOC(=O)C1=C(C)Nc2nnnn2C1c1cccs1 (stereo unspecified),i
C=CCOc1ccc(C2C(C(=O)OCC(C)C)=C(C)N=C3SCCC(=O)N32)cc1 (stereo unspecified),i
N=c1ncn(Cc2ccccc2)c2nc(SCCO)[nH]c12,?
Cc1nc2cc(Br)cc(Br)c2o1,?
Brc1ccccc1CN1CCN(c2ncccn2)CC1,i
CC(C)Oc1cccc(C(=O)C2CCCN(C(=O)/C=C/c3cccs3)C2)c1 (stereo unspecified),i
CC(=O)Nc1ccc(-c2cn(CCc3nc(C)c4c(n3)CCC4)nn2)cc1,?
CCN(CC)c1ccc(CN2CCCCCC2)cc1,?
COc1ccc(CNC(=O)CCC2CCCN(Cc3cccc4c3OCO4)C2)c(OC)c1 (stereo unspecified),i

Structures shown so far containing a Cl atom (5):
structure,ST2 inh
COc1ccc(C2SCCN2S(=O)(=O)c2ccc(Cl)c(Cl)c2)cc1[N+](=O)[O-] (stereo unspecified),i
Cn1nc(-c2c(-c3ccccc3)ncn2C2CCNC2)c2c(Cl)cccc21 (stereo unspecified),i
COc1ccc(Cl)cc1NC(=O)CN(c1ccccc1OC)S(C)(=O)=O,i
O=S(=O)(c1ccc(Cl)cc1)c1ccc(Cl)c(Cl)c1,i
CCN(CC)C(=O)C1CC(=O)N(c2ccc(F)c(Cl)c2)C1 (stereo unspecified),i

(next part)
structure,ST2 inh
O=C1c2ccccc2C(=O)C1c1ccc(-c2ccccc2)cc1,i
Cn1c(=O)[nH]c(=O)c2[nH]c(N3CCCCCC3)nc21,i
CC(C)C(=O)Nc1ncc(Cc2cccc(Cl)c2Cl)s1,i
Cc1ccc(S(=O)(=O)NC2=NCN(c3ccc(Cl)cc3)CN2)cc1[N+](=O)[O-],i
CCCc1nnc2sc(C3(c4ccc(F)cc4)CCOCC3)nn12,?
COc1ccc(C(=O)N[C@H]2C[C@@H]3CC[C@H]2C3)cc1OC,i
COc1ccc(NS(C)(=O)=O)cc1,i
N#Cc1c(-c2ccco2)nc(N2CCCCC2)[nH]c1=O,?
COc1ccccc1NC(=O)C1=C(C)Nc2ncnn2C1c1ccc(Br)cc1 (stereo unspecified),i
CCCc1nc(C(=O)N(C)Cc2nc(-c3cccc(C)c3)no2)cs1,i
CSc1nc2c(c(=O)[nH]1)C(c1ccc(N(C)C)cc1)C1=C(CC(C)(C)CC1=O)N2 (stereo unspecified),i
O=C(O)CCCN(Cc1ccc(Cl)cc1)S(=O)(=O)c1ccc(Br)cc1,i
CC1=C(C(=O)Nc2ccc(C)cc2C)C(c2ccncc2)n2c(nc3ccccc32)N1 (stereo unspecified),i
Cc1ccccc1Oc1ncccc1CNC(=O)Cc1[nH]nc2ccccc12,i
O=S(=O)(NCc1ccccc1)N1CCC(C(O)Cc2ccccc2)CC1 (stereo unspecified),?
c1ccc(N=c2scc(-c3ccccc3)n2Cc2ccco2)cc1,62%*
CN1CCC(N2CCOC(CCNC(=O)c3ccccc3O)C2)CC1 (stereo unspecified),i
COc1ccc(C2CC(c3ccc(OC)c(OC)c3)=NN2C(=O)c2ccccc2)cc1 (stereo unspecified),?
O=C(CCc1ccncc1)NC1CC(=O)N(Cc2cccc3ccccc23)C1 (stereo unspecified),i
CCOC(=O)c1c(-c2ccccc2)oc2ccc(Oc3c([N+](=O)[O-])ncn3C)cc12,?

structure,ST2 inh
O=S(=O)(c1ccc(F)cc1)N1CCCC1,i
Cc1c(C(=O)NCc2ccc3c(c2)OCO3)oc2ccc(S(=O)(=O)N3CCCC3)cc12,i
C=C(C(=O)OC1CC2(C)C(O)CCC(O)(CO)C2C(O)C1C(=C)C(=O)OC)C(O)CO (stereo unspecified),i
CC(=O)N(CN1C(=O)c2ccccc2C1=O)c1ccccc1Cl,i
O=C(CCCn1c(=O)c2sccc2n(Cc2ccc([N+](=O)[O-])cc2)c1=O)NCc1ccco1,i
CCCCOc1ccc(N2C(=O)C3C(C2=O)[C@H]2C=C[C@@H]3CC2)cc1 (stereo partly specified),i
O=C1NC(=Nc2ccc(Cl)cc2)SC1Cc1ccccc1 (stereo unspecified),i
Cc1ccc(C2C3=C(Nc4c2c(=O)[nH]c(=O)n4C)c2ccccc2C3=O)cc1Cl (stereo unspecified),32%*
O=C(C[C@@H]1CCNC[C@@H]1Cc1cc(COc2ccccc2)on1)NCc1cccs1,?
Cn1c(=O)[nH]c(=O)c2c1nc(N1CCCCCC1)n2CCSc1nc2ccccc2o1,i
CCSCCOC(=O)C1=C(C)NC2=C(C(=O)C(C(=O)OC)C(C)C2)C1c1ccc(C)cc1 (stereo unspecified),i
CC(C)(C)C1CCc2c(sc(NC(=O)c3cccs3)c2C(=O)N2CCC(C(N)=O)CC2)C1 (stereo unspecified),i
CCOC(=O)c1c(C2COc3ccccc3O2)csc1NC(=O)c1ccccc1 (stereo unspecified),i
CCCn1cc(C(=O)N2C[C@H](N(C)C)C[C@H]2CO)c(C)n1,?
Cn1c(=O)c2cc(S(=O)(=O)Nc3ccc(F)c(F)c3)ccc2n(C)c1=O,i
CCCc1nnc(C[C@@H]2C[C@@H](C(C)C)[C@H](CO)C=C2C)o1,i
CC1CCN(C(=O)c2cc3c(-c4ccc(Cl)cc4)nn(C)c3s2)CC1,i
CC1(C)CC(=O)C2=C(C1)Nc1ccccc1NC2c1ccc([N+](=O)[O-])o1 (stereo unspecified),?
COc1cccc(OC)c1-c1ccc2nc(CO)[nH]c2c1,i
O=C(COC(=O)c1ccc(Cl)cc1)c1ccc(Br)cc1,i

structure,ST2 inh
Cc1ccc(N2C(=O)CSC2c2ccc(F)cc2)cc1Cl (stereo unspecified),i
CCCn1ccnc1CN1CCN(c2ncccc2C)CC1,?
O=c1/c(=C/c2cccc([N+](=O)[O-])c2)sc2n1CN(c1cccc(C(F)(F)F)c1)CN=2,i
C=CCn1c(SCC(=O)NCc2cccnc2)nc2sc3c(c2c1=O)CCC3,i
CC1(C)Cc2c(sc3nc(NN)nc(NN)c23)CO1,?
CCC1Oc2ccccc2N(CC(=O)NCCCN2CCCCC2C)C1=O (stereo unspecified),i
NC(=O)c1cnc2n1CCN(C(=O)c1ccccc1-n1cccn1)C2,i
COc1ccccc1-n1c(SCC(=O)Nc2cccc(C)c2C)nc2c(c1=O)SCC2,?
N#Cc1ccc(CSc2nc3ccccc3s2)cc1,i
Cc1cc2nc(COc3ccc(Cl)cc3NC(=O)c3ccco3)cc(=O)n2o1,i
OC(OCC1Cc2ccccc2O1)C1Cc2ccccc2O1 (stereo unspecified),?
O=C(Nc1ccc(F)c(Cl)c1)N1CCC2(CCNCC2)C1,?
COc1ccc(CCNC(=O)c2ccc(OC)c(OC)c2)cc1OC,i
Cc1ccccc1NS(=O)(=O)c1cc(Cl)ccc1Cl,i
COCCN1CCC(C(=O)NC23C[C@H]4C[C@@H](C2)CC(n2cncn2)(C4)C3)C1 (stereo partly specified),i
N#Cc1c(N)nc(SCc2ccccc2)c(C#N)c1-c1ccco1,i
Cc1ccccc1Oc1ccc(-c2nc(N)nc(N)n2)cc1,i
CN(Cc1ccccc1)c1ncccc1CNC(=O)C1CCC(=O)NC1 (stereo unspecified),i
CC1CCCN(C(=O)c2cc3c(-c4ccc(Cl)cc4)nn(C)c3s2)C1 (stereo unspecified),i
COc1ccc(-n2nc3c(c2NC(=O)c2c(F)cccc2F)CSC3)cc1,?

structure,ST2 inh
COc1ccc2c(=O)c(Oc3ccccc3F)c(C)oc2c1,i
O=C(Nc1cccc(F)c1)c1cccc(Br)c1,i
COc1ccc(C2=C/C(=C/c3ccc4c(c3)OCO4)C(=O)O2)c(OC)c1,i
CCC(=O)Oc1ccccc1C1OCC2C(C)C=C(C)C1C2C (stereo unspecified),i
COc1cc2[nH]c(=O)n(Cc3ccccc3)c(=O)c2cc1OC,i
N[C@@H]1c2ccccc2C2(CCN(C(=O)CCCOc3ccccc3)CC2)[C@H]1O,i
CCOc1c(C(C)C)cc(N)cc1C(C)C,?
COCC(=O)NC1(c2nnnn2-c2cccc(Cl)c2)CCCCC1,?
CCc1[nH]c2c(CNC(=O)c3ccc(=O)n(C)n3)cc(C)cc2c1C,?
Cc1c(C(=O)NCc2ccc(F)cc2)oc2ccc(S(=O)(=O)N3CCOCC3)cc12,i
Cc1cccn2c(=O)c3cc(C(=O)N4CCCCC4C)n(C)c3nc12 (stereo unspecified),i
COc1ccc(CC(=O)Nc2c3c(nn2-c2ccc(OC)cc2)CSC3)cc1,i
c1ccc2c(-c3cc(NC4CCNCC4)nc4[nH]ccc34)n[nH]c2c1,46%*
O=C(COc1ccc(Cl)cc1)Nc1ncc(S(=O)(=O)c2ccc([N+](=O)[O-])cc2)s1,?
CCOC(=O)c1c(C)[nH]c(C(=O)N2C[C@H](N(C)C)C[C@H]2CO)c1C,i
COc1cccc(NC(=O)CCC2CCN(Cc3nc4ccccc4n3C)CC2)c1,i
CC(Cc1ccc2c(c1)OCO2)c1c(-c2ccccc2)ncn1CCO (stereo unspecified),i
Nc1cc(=O)[nH]c(SCC(=O)Nc2ccc(Br)cn2)n1,i
Cc1c(N=Cc2cc(Br)cc(Br)c2O)c(=O)n(-c2ccccc2)n1C,i
Cc1ccc2nsnc2c1NC(=O)COc1ccccc1[N+](=O)[O-],32%*
Cc1nn(-c2ccccc2)c(C)c1Cc1n[nH]c(Cc2ccccc2)n1,i
CC(c1ccccc1-n1cccn1)N1Cc2ncccc2C1=O (stereo unspecified),i
Cc1n[nH]c(C)c1CC(=O)N1CCC(c2[nH]ncc2-c2ccccc2)CC1,?

Reformatted: 3 of the compounds above
> Nc1cc(=O)[nH]c(SCC(=O)Nc2ccc(Br)cn2)n1
  ST2 inh = i

> Cc1c(N=Cc2cc(Br)cc(Br)c2O)c(=O)n(-c2ccccc2)n1C
  ST2 inh = i

> Cc1ccc2nsnc2c1NC(=O)COc1ccccc1[N+](=O)[O-]
  ST2 inh = 32%*

Assay outcomes: PubChem, IUPUI and University of Michigan

This is a subset, so the mix of outcomes need not match the whole.
